Screening results as filed in PubChem BioAssay.
XiGFP reactiv = X-chromosome reactivation activator; XiGFP mouse fibroblasts, % GFP-positive cells imaging, 3 d; cells co-treated with 5-aza-dC sensitizer; scaled so ellipticine positive control = 100%; activation, % at 7.58 µM; hit rate 0.055% among 360,000;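 active = mean normalized replicate activation at least 10% and every replicate at or above 10%; inconclusive = only one of the two criteria met; inactive = mean below 10% and not all replicates reach 10%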;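 note: 0% = median of on-plate neutral control wells and 100% = ellipticine 6 µM median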
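assay system = SV40-immortalized XiGFP fibroblast cells, line 68-5-11 | buffer or medium = DMEM plus 5-aza-dC sensitizer | doses = single-point pinned compound dosing | times = 3-day compound exposure, then 15 min fixation at room temperature | benchmarks = positive control ellipticine, 6 µM final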
E-sel inducer = induces E-selectin expression in human endothelial cells | P16581 | HUVEC E-selectin immunofluorescence imaging; normalized: neutral wells 0, TNF-alpha wells 100 | activation, % at 7.58 µM | hit rate 0.37% among 260,000 | AID 686992;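 active = mean E-selectin-positive cell signal at least 10% of the positive control, reached in at least 60% of replicates, without over 20% cell loss; inconclusive = no rule given, readout overlaps actives, possibly toxicity-flagged; inactive = the rest, including those meeting only one limit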;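 note: in these data hits start at about 27%; measured in HUVEC primary endothelial cells; signal is the percent of cells scored E-selectin positive by PE staining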
Target sequence (P16581 whole entry, looked up): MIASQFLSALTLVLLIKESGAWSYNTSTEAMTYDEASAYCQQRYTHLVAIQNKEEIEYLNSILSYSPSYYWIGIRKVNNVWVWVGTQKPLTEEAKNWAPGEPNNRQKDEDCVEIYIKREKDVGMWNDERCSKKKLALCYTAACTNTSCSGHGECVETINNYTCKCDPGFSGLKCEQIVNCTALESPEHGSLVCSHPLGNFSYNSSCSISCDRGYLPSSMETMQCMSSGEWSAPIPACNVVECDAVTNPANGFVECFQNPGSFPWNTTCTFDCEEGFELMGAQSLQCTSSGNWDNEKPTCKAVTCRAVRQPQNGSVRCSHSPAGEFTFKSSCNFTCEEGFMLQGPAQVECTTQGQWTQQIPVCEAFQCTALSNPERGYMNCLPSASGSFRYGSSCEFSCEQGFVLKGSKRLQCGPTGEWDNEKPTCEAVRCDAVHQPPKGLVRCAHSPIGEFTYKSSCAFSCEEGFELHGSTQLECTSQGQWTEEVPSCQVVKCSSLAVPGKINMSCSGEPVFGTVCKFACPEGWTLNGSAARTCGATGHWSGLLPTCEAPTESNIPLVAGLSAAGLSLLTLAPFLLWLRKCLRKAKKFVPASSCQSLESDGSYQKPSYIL
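System: HUVEC, human umbilical vein endothelial cells; quantity: 3,000 cells/well; buffer or medium: EGM-2 medium, gelatin-coated wells; dosing: single-point compound dose; detection: immunofluorescence imaging; evaluation: % PE-positive cells; benchmarks: TNF-alpha, DMSO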
S100A4 inh HTS = inhibitors of human S100A4 binding to myosin IIA peptide | inhibition, % at 10.7 µM | hit rate 0.14% among 360,000 | P26447 | S100A4/TAMRA-MyoIIA peptide fluorescence polarization;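 active = mean inhibition of at least 70% across replicates, with every replicate also reaching that level; inconclusive = mean inhibition reaches 70% but some replicates fall short; inactive = mean inhibition below 70%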
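Test system: S100A4 monomer protein; Medium: HEPES pH 7.2 with CaCl2, KCl, NaCl, DTT, Triton; Probe or stimulus: TAMRA-labelled myosin IIA heavy-chain peptide probe, 5 nM; Doses: one dose per compound; Times: polarization read 5 min after assay mix addition, stable 5–60 min; Benchmarks: neutral control DMSO, positive control TFP.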
ERp5 block = ERp5 (human) disulfide isomerase inhibition. Q15084. AID 651711. ERp5 insulin aggregation, absorbance 650 nm, 90 min. inhibition, % at 9.99 µM. hit rate 0.05% among 350,000;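 active = mean replicate inhibition above about 25%, with every replicate also reaching it, limit read from the data, passing the limit was not always enough; inconclusive = only one of those two criteria met; inactive = neither criterion met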
Target sequence (Q15084 whole entry, looked up): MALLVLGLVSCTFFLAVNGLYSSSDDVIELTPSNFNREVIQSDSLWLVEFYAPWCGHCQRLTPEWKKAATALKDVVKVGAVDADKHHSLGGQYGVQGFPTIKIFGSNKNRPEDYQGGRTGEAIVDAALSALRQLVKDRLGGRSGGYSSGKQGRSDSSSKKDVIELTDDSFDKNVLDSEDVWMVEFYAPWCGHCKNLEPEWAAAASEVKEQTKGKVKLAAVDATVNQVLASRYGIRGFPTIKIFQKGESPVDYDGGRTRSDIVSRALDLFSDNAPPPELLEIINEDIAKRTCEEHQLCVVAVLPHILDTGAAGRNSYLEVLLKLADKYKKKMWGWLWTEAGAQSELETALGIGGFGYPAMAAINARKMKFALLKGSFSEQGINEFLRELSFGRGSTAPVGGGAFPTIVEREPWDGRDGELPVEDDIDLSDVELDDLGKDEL
RAD52 anneal inh = inhibitors of human RAD52 DNA annealing. AID 651710. hit rate 0.46% among 360,000. recombinant RAD52 DNA annealing, FRET fluorescence. P43351. inhibition, % at 18.7 µM;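 active = every replicate showing at least 50% inhibition; inconclusive = mean inhibition at least 50% but not in every replicate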
RAD54 branch = blocks human RAD54 Holliday junction branch migration | hit rate 0.14% among 360,000 | AID 602329 | FAM/BHQ fluorescence | inhibition, % at 10.4 µM | Q92698;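 active = mean normalized replicate activity at least 40 and at least half of replicates scoring 40 or more; inconclusive = only one of the two criteria met; inactive = mean below 40 and under half of replicates reaching 40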;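 note: 0% = median of neutral control wells and 100% = median of positive control wells; inhibitors cause a drop in the FAM fluorescence signal; in these data hits start at about 50%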
ERAP1 inh = ERAP1 (human) enzyme inhibition; AID 652197; recombinant ERAP1, Leu-AMC fluorescence, 60 min; inhibition, % at 10.7 µM; Q9NZ08; hit rate 0.15% among 340,000;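 active = mean replicate inhibition of at least 30%, or all replicates individually reaching that 30% level; inactive = mean below 30% and not every replicate reaching it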;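 note: 0% = neutral control wells and 100% = L-leucinethiol positive control wells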
esBAF inh = SWI/SNF esBAF complex inhibition; reporter increase, % at 12.5 µM; mouse ES cells, Bmi1-luciferase knock-in reporter, 24 h; 100% = twice the neutral-well signal; hit rate 2% among 350,000; AID 602393; in the data active = activation above about 40%; inconclusive = no clear call, values can overlap the other calls;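 note: 0% = median of the plate's neutral control wells and 100% = double that signal; a rise in the Bmi1 reporter signal indicates esBAF inhibition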
An asterisk follows results filed as active; ? = inconclusive; nt = not tested or not shown; & = joins results of further samples.

SMILES	XiGFP reactiv	E-sel inducer	S100A4 inh HTS	ERp5 block	RAD52 anneal inh	RAD54 branch	ERAP1 inh	esBAF inh
C[C@H]1CN([C@@H](C)CO)C(=O)c2cc(NS(=O)(=O)c3ccc(F)cc3)ccc2O[C@H]1CN(C)Cc1ccc(Cl)c(Cl)c1	0.1	-0.4	-8	3	2	11	-3	-2
COc1ccc(/C=C/c2nc3ccccc3n2Cc2ccc(OC)c(OC)c2)cc1	0.3	nt	3	-2	-33	nt	13	?
Cc1ccc(S(=O)(=O)NNC(=S)NCCc2ccccc2)cc1	0.1	0.1	-1	1	-9	nt	nt	nt
COc1cc(Br)c(CN2C(=O)NC3(CCCCCC3)C2=O)cc1OC	-0.1	nt	-2	3	-7	-13	-3	-5
Cc1c(N=C2C=C(Br)C(=O)C(Br)=C2)c(=O)n(-c2ccccc2)n1C	0.3	nt	-6	13	-24	nt	-3	nt
CC1CCCN(CCCNC(=O)c2nn(C)c3c2CSc2ccccc2-3)C1 (stereo unspecified)	0.1	nt	-5	4	-7	2	2	4
CN1CCN(C(=O)c2ccc(N(C)S(=O)(=O)c3cccs3)cc2)CC1	0.0	nt	5	-4	-14	6	-2	-4
Cc1cc(N/N=C2/CCCc3ccccc32)nc2ccccc12	-0.2	3.6	0	4	-3	5	2	38
CN(CC(=O)Nc1ccc(N2CCOCC2)cc1)C(=O)CCNC(=O)c1ccccc1Cl	0.4	nt	-4	9	-2	-2	-4	nt
O=C(C[C@@H]1CC[C@H]2[C@@H](COC[C@@H](O)CN2S(=O)(=O)c2ccccc2)O1)Nc1ccc(-c2ccccc2)cc1	0.0	0.7	3	-12	0	-3	2	-1
O=C(NCC1CCN(C(=O)C(=O)c2cc3ccccc3o2)CC1)c1ccc2c(c1)OCO2	0.0	-0.1	3	-2	-17	nt	-1	nt
COC(=O)C(CCSC)NC(=O)c1cc2c(n(-c3ccc(C)cc3)c1=O)CCCC2=O (stereo unspecified)	0.0	-9.3	2	-2	-9	nt	2	nt
COc1ccc2c3c([nH]c2c1)[C@@H](CO)N(Cc1ccc(Cl)cc1)CC31CN(S(C)(=O)=O)C1	0.0	-0.1	3	3	-19	nt	0	nt
CC(=O)/C(C#N)=C1\NC(=O)C(Cc2ccccc2C)S1 (stereo unspecified)	0.3	nt	29	4	-29	-3	nt	nt
C[C@H]1CN([C@@H](C)CO)C(=O)c2cccc(NC(=O)c3ccc(-c4nccs4)cc3)c2O[C@H]1CN(C)Cc1ccc(Cl)c(Cl)c1	1.6	25	24	11	26	-2	0	-1
CC(C)C(=O)Nc1nnc(Cc2ccccc2)s1	nt	nt	-1	-2	-10	5	0	2
Cc1c(C(=O)Nc2nnc(C3CC3)s2)oc2c(Cl)cccc12	0.0	nt	4	0	-14	nt	0	nt
COc1ccccc1NC(=O)N(C)C[C@@H]1OCc2cn(nn2)CCCC(=O)N([C@H](C)CO)C[C@@H]1C	-0.6	0.0	0	-2	-14	-2	2	4
CCN(CC)CCSc1nc2c([nH]1)c(=S)n(C)c(=O)n2C	-0.1	-0.4	-7	1	-25	nt	6	nt
CCOc1ccc(C(=O)N2CCCN(C(=O)c3ccc(OCC)cc3)CC2)cc1	nt	nt	-7	5	-11	7	2	-7
CCn1cc(SCC(=O)NCc2ccc3c(c2)OCO3)c2ccccc21	0.7	-0.4	-2	-1	5	1	-3	-7
CO[C@H]1CN(C)C(=O)c2cc(NC(C)=O)ccc2OC[C@H](C)N(C(=O)C2CCOCC2)C[C@H]1C	-0.3	0.2	-15	0	-13	-8	1	5
CCOc1ccc(C2NC(=O)c3sc(=S)n(-c4ccccc4)c3N2)cc1 (stereo unspecified)	0.0	nt	-7	3	-9	nt	4	nt
COc1ccccc1NC(=O)Cc1nnc(SCC(=O)NC2=NCCS2)n1C	0.6	nt	1	3	5	-5	0	-3
CO[C@@H]1CN(C)C(=O)c2cc(NS(=O)(=O)c3ccccc3)ccc2OC[C@H](C)N(C(=O)NC(C)C)C[C@H]1C	0.5	-0.1	2	-2	3	3	-5	0
C[C@H](CO)N1C[C@H](C)[C@@H](CN(C)S(=O)(=O)c2ccc(Cl)cc2)Oc2ccc(NC(=O)CCC(F)(F)F)cc2CC1=O	0.3	-0.1	15	-2	5	-1	-2	1
O=C(COC(=O)COc1ccccc1)Nc1cccnc1Cl	0.1	nt	-3	0	-12	-14	6	-6
C[C@H]1CN([C@@H](C)CO)C(=O)c2cc(C#CC(C)(C)O)cnc2O[C@H]1CN(C)C(=O)c1ccccc1F	-0.3	-0.6	6	3	1	-3	-1	-4
C=CCOc1c2ccc(C(=O)NCc3ccccc3OC)cc2nn1C	0.0	-0.1	2	-6	-9	-5	1	-6
CCn1c(CN2CCOCC2)nnc1SCC(=O)Nc1ccccc1C	0.1	0.0	0	-2	-3	7	-2	-6
CCCCC(=O)N(CCOC)c1nnc(-c2cccnc2)s1	0.4	1.7	0	-2	-9	-5	5	-2
CNC[C@@H]1Oc2ncc(-c3ccccc3)cc2C(=O)N([C@H](C)CO)C[C@@H]1C	0.7	-0.5	0	-3	17	5	1	0
COC(=O)CN1C(=O)N/C(=C/c2cc3c(cc2OC)OCO3)C1=O	0.0	1.3	2	7	-10	nt	3	nt
CCOc1ccc(-n2c(=O)c3ccccc3c3ccccc3c2=O)cc1	-0.1	7.9	1	1	-20	nt	nt	-3
CCCNC(=O)Nc1ccc2c(c1)C(=O)N(C)[C@@H]1CC[C@@H](CC(=O)NC)O[C@@H]1CO2	0.4	0.0	nt	nt	nt	-8	nt	0
CN1[C@@H]2c3ccc(-c4ccc(F)cc4)c(=O)n3C[C@H]1[C@H](CO)[C@H]2C(=O)N1CCCCC1	0.4	-0.5	?	-8	9	10	0	-5
O=C(COc1ccc2ccccc2c1)NNC(=O)Nc1ccc(F)cc1F	0.1	-0.4	3	-1	-16	10	2	nt
COc1ccc(-n2nc([N+](=O)[O-])c(=NCc3cccnc3)n2O)cc1	0.0	nt	-1	-2	-6	-2	0	-6
Cc1c(CC(=O)NCCCC(=O)O)c(=O)oc2cc3oc4c(c3cc12)CCCC4	0.0	0.4	-6	0	-7	-8	1	4
COc1cc(/C=C/C(=O)c2ccc3c(c2)OCO3)cc(Cl)c1O	0.0	-0.2	-5	1	-82	-74	6	nt
COc1ccc(CNC(=O)COC(=O)/C=C/c2cccc(Br)c2)cc1	0.0	5.0	-2	0	-25	nt	0	nt
CC(C)C(C(=O)NCc1ccccc1)N(CC1CCCO1)C(=O)CNS(=O)(=O)c1ccccc1 (stereo unspecified)	0.3	0.0	-1	0	5	2	-2	-5
O=C(CSc1nnc(-c2ccco2)n1-c1ccccc1)Nc1c(Cl)cc(Cl)cc1C(=O)O	0.0	0.3	-4	-2	-7	6	3	3
O=C(COc1ccccc1)Nc1ccccc1NS(=O)(=O)c1cccs1	0.0	0.1	2	4	-7	nt	-1	nt
CC(C)Sc1nc(SCC(=O)O)c2c3c(sc2n1)COC(C)(C)C3	0.0	nt	-3	-1	-14	10	-1	nt
CCOC(=O)N1CCN(C(=O)CNC(=O)c2ccc(Cl)cc2Cl)CC1	0.2	nt	-3	5	2	4	-2	6
CC(NC(=O)C1(c2cccs2)CCOCC1)c1ccccc1 (stereo unspecified)	0.0	nt	-15	-3	-2	-1	-3	nt
CCOC(=O)c1cnn(-c2sc(C(=O)OCC)c(C)c2C(=O)OCC)c1N	nt	nt	4	2	-13	5	-3	-1
CC(C)(C)c1ccc(N2C(=O)CSC2c2cccnc2)cc1 (stereo unspecified)	0.0	nt	7	0	-6	4	1	7
C[C@H](CO)N1C[C@H](C)[C@@H](CN(C)C(=O)Nc2ccc(C(F)(F)F)cc2)Oc2ccc(NC(=O)Nc3ccc4c(c3)OCO4)cc2C1=O	0.1&0.2	0.1	7&-1	4&9	12&-5	7	-4&-1	3
COc1ccccc1S(=O)(=O)Nc1ccc2c(c1)OC[C@H](C)NC[C@H](C)[C@H](OC)CN(C)C2=O	0.4	-0.1	12	-19	-11	1	0	0
CC1=C(C(=O)c2ccccc2)C(c2cccc([N+](=O)[O-])c2)NC(=S)N1 (stereo unspecified)	0.0	8.1	-3	-3	-23	nt	0	nt
O=C(COC(=O)COc1ccccc1)NCc1ccco1	0.0	nt	-5	-1	-17	-9	2	-7
COc1ccc(N2CCN(C(=O)c3cc(-c4cc(OC)ccc4OC)nc4ccccc34)CC2)cc1	-0.1	-0.8	-23	-1	2	5	0	-6
Cc1ccc(/C=C/c2onc(C)c2S(=O)(=O)N2CCC(C(=O)NC(C)(C)C)CC2)cc1	0.0	0.1	0	5	-8	11	4	13
CC(=O)Nc1ccc(-c2ccnc3c2CC(C(=O)NCc2cccc(Cl)c2)O3)cc1 (stereo unspecified)	1.7	1.1	-2	-3	7	-2	-7	-3
COc1cccc(NC(=O)CSc2ccc3nnc(-c4cccnc4)n3n2)c1	0.1	4.0	6	2	-11	-5	-5	nt
CCCCc1nnc(NC(=O)CCN2C(=O)C3CC=CCC3C2=O)s1 (stereo unspecified)	0.0	-0.7	-3	3	-10	-10	-2	3
COc1ccc(CCN(C)C(=O)c2cc(-c3ccc(C)cc3)nc3ccccc23)cc1OC	0.0	-0.3	6	-2	3	-3	3	1
NC(=O)c1ccsc1NC(=O)c1cccs1	0.0	1.2	-4	0	-81	2	nt	47*

With a hit mark in esBAF inh, of those listed so far:
canonical_smiles	S100A4 inh HTS	ERp5 block	RAD52 anneal inh	ERAP1 inh	esBAF inh
NC(=O)c1ccsc1NC(=O)c1cccs1	-4	0	-81	nt	47*

Next structures:
SMILES	XiGFP reactiv	E-sel inducer	S100A4 inh HTS	ERp5 block	RAD52 anneal inh	RAD54 branch	ERAP1 inh	esBAF inh
CC(C)C#Cc1cnc2c(c1)C(=O)N([C@H](C)CO)C[C@H](C)[C@H](CN(C)Cc1ccc3c(c1)OCO3)O2	-1.4	?	-1	-2	16	-12	1	-5
COc1ccc(-c2nc3n(c2C)CCC3)cc1	0.0	nt	-5	4	-7	nt	0	nt
COC(=O)C1CCN(C(=O)C2CCC(=O)N(CCCc3ccccc3)C2)CC1 (stereo unspecified)	0.2	nt	-1	4	1	6	-6	1
CC(=NNc1ccc2ccccc2n1)c1ccccc1O	0.0	-0.2	-6	5	-33	nt	0	nt
O=C(CN(Cc1ccccc1Cl)S(=O)(=O)c1ccc(Cl)cc1)N/N=C/c1ccc(C(=O)O)cc1	0.2	nt	-13	-11	-16	-19	-9	9
Cc1ccc(-n2ncc3c(SCc4ccccn4)ncnc32)c(C)c1	-0.1	nt	-4	-14	-7	nt	-1	nt
C=CCCC(=O)Nc1nc(C)c(-c2csc(Nc3cccc(OC)c3)n2)s1	0.0	0.3	-2	1	-12	12	-5	2
CC(C)(C)C(=O)Nc1ccc(C(=O)COC(=O)C2=COCCO2)cc1	0.0	nt	7	5	-5	nt	6	nt
CCOP(=O)(OCC)C(Nc1ccccc1)c1ccc2c(c1)OCO2 (stereo unspecified)	-0.2	0.4	-4	-9	-4	nt	-1	nt
